Screening results from PubChem BioAssay.
Vif-A3F inh: Vif-A3F binding inhibition. HeLa A3F-eYFP + Vif (tagged APOBEC3F with the HIV-1 protein that degrades it), YFP fluorescence increase. Potency, µM (highest dose often 46.1 µM), without a hit: at the highest dose activity, negative = active. 390,000 tested, 0.2% active; also: potency is read from the fitted curve at half-maximal effect; % of control where 0% means no effect; nearly all actives have a fitted effect of over 65% in size
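HeLa cells stably expressing Vif plus C-terminally eYFP-tagged A3F were seeded, incubated overnight at 37 deg C, dosed with compound, incubated overnight again at 37 deg C. Yellow fluorescence (Ex 488/Em 500-530) reported blocked Vif-mediated A3F-eYFP degradation.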
RXFP1 ag: activates the human relaxin receptor RXFP1; Q9HBX9; 370,000 tested, 0.3% active; Potency, µM (top dose mostly 57.5 µM), for inactives: top-dose activation, most hits filed as activators; AID 2676; HEK293T-RXFP1 cAMP TR-FRET, 30 min; response scale: percent of porcine relaxin response, buffer zero; also: potency is read from the fitted curve at half-maximal effect; % is scaled to controls: 0 for no effect and ±100 for the full control effect; nearly all actives have a fitted effect of over 60% in size; many of its hits are not listed in these tables
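Agonist response is measured as cAMP accumulation in an RXFP1-transfected HEK293T line under PDE4 inhibition. Values are scaled between buffer-only and 29 nM porcine relaxin, and EC50s come from standard Hill equation fits.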
D1 antagonist: blocks dopamine activation of the human D1 receptor; HEK293 TREx D1 cells, calcium flux, dopamine EC80; active compounds read low; activity change, negative = inhibition, % at 10 µM; P21728; 360,000 tested, 3.2% active; in the data active = activity change below about -30%; also: % is scaled to controls: 0 for no effect and ±100 for the full control effect
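Inducible Hek293 Trex D1 cells (tetracycline, overnight, 30 C). Calcium dye 30–90 min RT. Antagonist mode: EC80 dopamine added after 180 s compound read.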
Vif-APOBEC3G blk: Vif-A3G binding inhibition. 410,000 tested, 0.076% active. Q9HC16. AID 602310. HeLa A3G-eYFP + Vif (tagged APOBEC3G with the HIV-1 protein that degrades it), YFP fluorescence, overnight. Potency, µM (series often up to 46.1 µM), for inactives: at the top dose activity, negative = active, most hits filed as inhibitors;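 also: potency is read from the fitted curve at half-maximal effect; % is scaled to controls: 0 for no effect and ±100 for the full control effect; nearly all actives have a fitted effect of over 60% in size; hits raise eYFP signal because A3G escapes Vif-driven loss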
Target sequence (Q9HC16 whole entry, looked up): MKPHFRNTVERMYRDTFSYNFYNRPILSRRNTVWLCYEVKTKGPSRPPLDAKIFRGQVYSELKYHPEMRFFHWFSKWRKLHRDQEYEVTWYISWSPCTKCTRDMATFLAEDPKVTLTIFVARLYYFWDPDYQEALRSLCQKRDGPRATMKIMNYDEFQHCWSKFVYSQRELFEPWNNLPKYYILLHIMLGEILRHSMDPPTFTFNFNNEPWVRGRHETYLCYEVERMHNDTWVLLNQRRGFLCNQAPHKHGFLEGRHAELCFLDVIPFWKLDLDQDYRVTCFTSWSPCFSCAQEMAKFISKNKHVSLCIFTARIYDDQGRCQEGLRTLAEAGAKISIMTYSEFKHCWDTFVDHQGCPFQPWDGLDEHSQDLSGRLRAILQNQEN
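HeLa cells stably expressing Vif and C-terminally eYFP-tagged A3G, seeded overnight at 37 deg C, then exposed to compound by pintool overnight at 37 deg C. Rise in yellow fluorescence (Ex 488/Em 500-530, Acumen) marks blocked Vif-driven A3G degradation.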
LDHA block: inhibitors of human lactate dehydrogenase A; P00338; purified LDHA, NADH/diaphorase-resazurin fluorescence; active compounds read low; activity change, % (values are at about 110 or 230 µM); 480,000 tested, 0.15% active; in the data active = activity change below about -30%; inconclusive = mostly about -25% to -30%;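 also: plate controls were DMSO wells for no effect and wells without enzyme for full effect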
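Human LDH5 (2 nM) was incubated with 0.06 mM NADH and 0.2 mM pyruvate for 5 min at room temperature in Tris pH 7.4. Remaining NADH was coupled through diaphorase/resazurin, and resorufin fluorescence was read at 0 and 20 min.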
Glioma ERSR ind: induces the endoplasmic reticulum stress response in human glioma cells | 420,000 tested, 0.02% active | Potency, µM, without a hit: top-dose activation, usual class: activators | U87-MG GRP78 promoter luciferase reporter, 16 h | AID 602332; also: potency is read from the fitted curve at half-maximal effect; series mostly up to about 76 µM; % of control where 0% means no effect; nearly all actives have a fitted effect of over 35% in size
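Stably transfected U87-MG human glioma cells carrying a GRP78-based luminescent sensor were seeded at 1000 cells/well, pin-dosed with compounds and incubated 16 h. Luciferase reagent was then added, and end-point luminescence was read after 10 min at room temperature.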
D1 agonist: activates the human D1 dopamine receptor; P21728; HEK293 T-REx D1 cells, calcium flux, agonist mode; activation, % at 2 µM; 360,000 tested, 1% active; in the data active = activation above about 30%; also: 0% is about no effect
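Tetracycline-induced HEK293 TREx D1 cells, force-coupled to calcium signalling, were dye-loaded with a no-wash calcium kit. Compound was pin-added after a 10 s baseline. Fluorescence was read kinetically at 1 cycle/s for 180 s, with calcium rises flagged as agonism.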
D1 potentiator: human D1 dopamine receptor positive modulation; P21728; potentiation, % at 10 µM; 360,000 tested, 0.036% active; HEK293 TREx D1 cells, calcium flux, dopamine EC20 potentiation; in the data active = potentiation above about 30%; also: 0% is about no effect
D2 potentiator: positive allosteric modulators of human D2 dopamine receptor. HEK293 T-REx D2, calcium flux, EC20 dopamine potentiation. potentiation, % at 10 µM. 340,000 tested, 0.34% active. AID 485347;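 active = potentiation over 3 SD above the plate norm, cut at about 30% in these data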; also: 0% is about no effect
Target sequence (P14416 whole entry, looked up): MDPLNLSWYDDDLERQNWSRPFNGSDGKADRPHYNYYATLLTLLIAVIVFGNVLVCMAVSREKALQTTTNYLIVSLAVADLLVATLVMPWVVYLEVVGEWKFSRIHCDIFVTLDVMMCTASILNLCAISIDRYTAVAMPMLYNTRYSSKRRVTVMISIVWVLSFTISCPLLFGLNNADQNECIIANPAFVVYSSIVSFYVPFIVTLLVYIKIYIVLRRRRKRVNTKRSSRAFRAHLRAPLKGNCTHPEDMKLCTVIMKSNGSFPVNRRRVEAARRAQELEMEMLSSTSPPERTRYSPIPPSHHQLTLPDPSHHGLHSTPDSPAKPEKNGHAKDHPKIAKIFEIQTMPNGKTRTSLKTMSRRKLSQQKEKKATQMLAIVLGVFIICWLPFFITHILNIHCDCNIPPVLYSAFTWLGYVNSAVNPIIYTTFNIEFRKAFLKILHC
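Using a no-wash calcium dye in inducible, force-coupled HEK293 Trex cells expressing D2, we tracked fluorescence each second for 180 s after compound, then for 180 s after EC20 dopamine to detect augmented signalling.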
* = called active by the depositor; ? = inconclusive; / = no result given; & = joins results of further samples. Unless noted, calls follow the shape of the dose curve; as a rule, active = well fitted curve in the direction sought with a large enough effect; inconclusive = small, poorly fitted or top-dose-only effect, or another doubt; inactive = no such curve, though single readings can be large; an effect the other way counts as inactive or inconclusive. A portion of the library, so the mix of outcomes need not match the whole.

SMILES	Vif-A3F inh	RXFP1 ag	D1 antagonist	Vif-APOBEC3G blk	LDHA block	Glioma ERSR ind	D1 agonist	D1 potentiator	D2 potentiator
O=C1N(Cc2cccc(Cl)c2)C[C@@H]2C[C@@H](c3cccn3-c3ccccn3)N3CCC[C@@]123	4%	0.8%	-8	-12%	-1	-3%	3	-6	/
O=C(O)CCCC(=O)N1N=C(c2c(-c3ccccc3)c3cc(Cl)ccc3[nH]c2=O)CC1c1cccs1 (centres undefined)	1%	-0.5%	-2	-19%	-13	0%	3	0	16
CCOC(=O)C(NC(=O)c1cccc(Cl)c1)(Nc1nnc(C)s1)C(F)(F)F (centres undefined)	2%	3.5%	7	0%	-9	-1%	0	-7	4
Cc1cccc2sc(N(CCN(C)C)C(=O)c3ccc4c(c3)OCCO4)nc12	-4%	16%	-4	7%	-8	-3%	7	-3	-7
O=C(Nc1cccc2nsnc12)c1cccs1	3%&1%	0.6%&3.5%	-29&9	-5%&-8%	3&17	?	-1&7	0&-2	-10&-2
CCOC(=O)CCCC(=O)N1CCOCCOCCOCC1	1%	-4.4%	-1	5%	-2	-4%	4	-2	-1
Cc1cc(=O)nc2c3ccccc3n(C(C)C(=O)NCCN3CCOCC3)n12 (centres undefined)	-5%	8.0%	4	0%	-4	-6%	1	10	4
CC(C)OCCCNC(=S)N1CCC(C(=O)c2ccc(F)cc2)CC1	-1%	/	/	0%	-3	-3%	/	/	/
CC(NC(=O)Cc1ccccc1)C(c1ccccc1)N1CCOCC1 (centres undefined)	5%	1.8%	-13	5%	-11	-2%	1	9	5
Cc1nn(S(=O)(=O)c2ccc(F)cc2)c(C)c1S(=O)(=O)N1CCC(C)CC1	-2%	3.0%	0	0%	1	-2%	0	4	-12
Cc1cc(C)c(NC(=O)CNC(=O)c2cc(C3CC3)nc3c2cnn3C(C)C)c(C)c1	-5%	/	/	1%	-3	0%	/	/	/
O=C(NCCc1ccc(Cl)cc1)c1cc(S(=O)(=O)N2CCCCC2)c[nH]1	-2%	-0.1%	31	-13%	-2	-2%	4	-7	5
C[C@H](CO)N1C[C@H](C)[C@@H](CN(C)Cc2ccc(Cl)c(Cl)c2)Oc2c(NC(=O)C3CCOCC3)cccc2C1=O	-3%	/	/	-2%	3	-4%	/	/	/
COc1ccc(CN2CCNC(=O)C2CC(=O)N2CCCO2)c(OC)c1 (centres undefined)	-9%	0.2%	13	-2%	-8	0%	1	-4	-1
CCCOc1ccc(/C=c2\sc3nc(-c4ccco4)nn3c2=O)cc1OCC	?	0.5%	-18	-1%	-8	-3%	3	3	-1
CC(C)CNC(=O)c1cccc(Cn2cc(Cl)cn2)c1	-9%	1.7%	2	2%	-6	-1%	2	2	-3
COCCn1c(C)cc(C(=O)COC(=O)c2ccc(-n3nc(C)cc3C)cc2)c1C	/	3.4%	-1	-4%	-2	-3%	5	-3	3
COc1cc(OC)cc(C(=O)NCC(=O)Nc2ccc(C)c(Cl)c2)c1	-16%	-2.0%	7	-5%	-6	-4%	7	2	-30
NS(=O)(=O)c1ccc(CNC(=S)Nc2cc(S(=O)(=O)N3CCOCC3)ccc2Cl)cc1	2%	/	/	-1%	-10	1%	/	/	/
Cc1ccnc(NS(=O)(=O)c2ccc(NC(=O)C3CCCCC3C(=O)O)cc2)n1 (centres undefined)	-13%	7.0%	9	-3%	-2	-1%	2	14	8
O=C1COc2ccc(C(=O)c3ccccc3C(=O)NCc3ccccc3)cc2N1	/	-2.6%	4	-1%	2	-1%	1	6	2
O=S(=O)(Nc1ccc(F)c(Cl)c1)c1ccc(Br)s1	-25%	7.6%	-9	0%	-3	3%	12	-1	2
COc1ccccc1-c1nc(SCC(=O)c2ccc(Cl)cc2)n[nH]1	-7%	10%	-2	1%	-5	-2%	0	-4	/
CCOC(=O)c1c(-c2ccccc2)oc2ccc(OCC(=O)O)cc12	-1%	9.8%	-2	-5%	-13	-5%	3	-1	-10
CC(=O)N1CCc2c(sc3c2c(=O)n(-c2ccccc2)c(=O)n3CC(=O)Nc2ccccc2C)C1	-6%	-3.2%	-4	-2%	2	-3%	-1	-1	18
COc1ccc(S(=O)(=O)N2CCC(C(=O)NCc3cccnc3)CC2)cc1OC	14%	1.3%	-52*	3%	-5	-8%	2	22	/
O=C(NN=Cc1c[nH]c2ccccc12)NN=Cc1c[nH]c2ccccc12	?	/	/	-24%	-1	-3%	/	/	/
CC(C)N(C(=O)[C@H]1C[C@H](CC(=O)NCCCn2ccnc2)C(=O)N2CCc3c([nH]c4cc(CCC(=O)N(C)C)ccc34)[C@]12C)C(C)C	1%	/	/	-3%	-5	-3%	/	/	/
O=C(N/N=C/c1ccc(N2CCOCC2)s1)c1ccc(O)cc1	1%	/	/	0%	2	4%	/	/	/
COc1cc(COCC(O)CN2CCOCC2)cc(OC)c1OC (centres undefined)	-5%	1.8%	8	0%	2	1%	3	6	13
CC(c1ccc(C(C)(C)C)cc1)S(=O)CC(O)CO (centres undefined)	1%	-1.4%	1	0%	-5	-4%	7	2	5
O=C(O)CSCC(=O)Nc1ccccc1SCCS(=O)(=O)c1ccc(Cl)cc1	?	0.0%	12	-10%	-9	?	5	-11	/
C=CC[C@H](CC(=O)N(CCO)Cc1ccccc1)C(=O)N[C@H](COC(=O)[C@@H](CC=C)Cc1ccc(F)cc1)Cc1ccccc1	7%	/	/	-3%	6	-3%	/	/	/
Cc1cc(Cl)ccc1NC(=O)CN1CCC(C(O)(c2ccccc2)c2ccccc2)CC1	-7%	2.7%	-11	0%	-7	5%	3	4	/
Cc1ccc(C(=O)COC(=O)CNC(=O)COc2ccccc2C)cc1C	-3%	-0.8%	4	0%&0%	2&-6	-2%&-5%	1	3	23
Cc1cc(C)c(S(=O)(=O)NC(C)C)c(C)c1-n1cnnn1	5%	-0.1%	-2	5%	-9	-5%	5	-1	-3
Cc1cc(C)c2c(c1)NC(C(=O)O)C1CC=CC21 (centres undefined)	-27%	-3.7%	-2	2%&2%	0&11	-4%&-6%	10	9	10
CCOc1ccc(NC(=O)CN(C)C(=O)c2cccnc2Sc2ccccc2Cl)cc1OCC	1%	0.0%	-2	0%	-4	2%	1	8	18
COCCNC(=O)c1n[nH]c2ccccc12	9%	1.4%	-8	3%	-7	7%	3	-2	3
CCOC(=O)[C@@H]1[C@H]2COc3cc(OC)ccc3[C@H]2N2C(=O)N(c3ccc(C(F)(F)F)cc3)C(=O)[C@@]12C	0%	0.3%	-3	-1%	1	-1%	4	-2	-12
CCCOc1cccc(-c2cc(C(=O)N/N=C/c3cccnc3)c3ccccc3n2)c1	-9%	-1.1%	4	-14%	-2	6%	0	-5	22
Cc1ccc(S(=O)(=O)n2nc(OC(=O)C3CCCCC3)cc2N)cc1	-9%	-0.1%	-6	-1%	-8	-10%	9	0	8
Cc1ccc(S(=O)(=O)Cn2nnnc2CN(Cc2ccco2)Cc2cccs2)cc1	9%	1.1%	2	2%	-3	-5%	4	2	/
C=CCOn1c(=O)c(-c2ccc(OC)cc2)[n+]([O-])c2ccccc21	-10%	2.1%	1	1%	0	4%	-1	-4	-5
Cc1sc(N/N=C/c2cc([N+](=O)[O-])ccc2O)nc1-c1ccccc1	?	-0.5%	-8	1%	0	-1%	2	3	-10

Some entries already given with just D2 potentiator and Vif-APOBEC3G blk.
| SMILES | D2 potentiator | Vif-APOBEC3G blk |
| --- | --- | --- |
| C=CC[C@H](CC(=O)N(CCO)Cc1ccccc1)C(=O)N[C@H](COC(=O)[C@@H](CC=C)Cc1ccc(F)cc1)Cc1ccccc1 | / | -3% |
| Cc1cc(Cl)ccc1NC(=O)CN1CCC(C(O)(c2ccccc2)c2ccccc2)CC1 | / | 0% |

The list goes on:
SMILES	Vif-A3F inh	RXFP1 ag	D1 antagonist	Vif-APOBEC3G blk	LDHA block	Glioma ERSR ind	D1 agonist	D1 potentiator	D2 potentiator
COc1ccc(N(C(=O)c2ccco2)C(C(=O)NC2CCCCC2)c2cccs2)cc1OC (centres undefined)	-4%	2.1%	6	-4%	1	-3%	2	-4	-8
CC(=O)C(C)Oc1ccc(Cc2ncc(C(F)(F)F)cc2Cl)cc1 (centres undefined)	3%	-1.0%	4	1%	-4	13%	9	-11	-7
O=C(COC(=O)C(CO)NS(=O)(=O)c1ccc(Br)cc1)Nc1ccc2c(c1)OCCO2 (centres undefined)	-4%	/	/	4%	-2	-1%	/	/	/
Cc1c(Cl)cccc1NC(=S)N1CCC(N(C)CC2CCCO2)CC1 (centres undefined)	8%	-0.9%	-7	-1%	-10	-3%	1	-4	/
O=C(CN1C(=O)C2(SCC(=O)N2c2ccccc2)c2ccccc21)NCc1ccccc1Cl (centres undefined)	1%	1.1%	-1	-10%	-2	3%	15	-2	-8
COc1ccc(CN2C(=O)c3cccnc3C2O)cc1 (centres undefined)	/	3.6%	-8	0%	-5	-5%	1	-7	6
COCCCNC(=O)/C(C#N)=C/c1c(N2CCN(c3ccccc3)CC2)nc2ccccn2c1=O	6%	?	0	-1%	-6	-2%	0	7	0
O=C(NCCNC(=O)C1CC2CCC1C2)C1CC2CCC1C2 (centres undefined)	-19%	-0.5%	8	0%	-8	-2%	0	8	2
N/C(=N\OC(=O)c1ccco1)c1ccccc1	-6%	-4.3%	-8	-2%	0	3%	2	-5	7
Cc1cc(=O)n2c3ccccc3n(CC(O)CN3CCN(Cc4ccccc4)CC3)c2c1C#N (centres undefined)	-1%	8.9%	-6	1%	1	-3%	1	-10	-15
CC(=O)c1ccc(NC(=O)C(C)OC(=O)c2ccc(NS(=O)(=O)c3ccc4[nH]c(=O)[nH]c4c3)cc2)cc1 (centres undefined)	-4%	/	/	-4%	-8	0%	/	/	/
Cc1cccc(NC(=O)CN2C(=S)NC(C)(C)CC2C)c1C (centres undefined)	6%	-0.8%	4	0%	-4	-2%	1	-3	-2
Oc1ccc(C=Nc2ccc(N3CCOCC3)cc2)c(O)c1	6%	-1.0%	-6	2%	17	-6%	3	-4	14
